CCHF vOTU inh = CCHFV vOTU protease inhibitors, primary screen, biochemical, Pep-AMC substrate, fluorescence; Crimean-Congo hemorrhagic fever virus L polyprotein viral ovarian tumor (vOTU) protease …; inhibition, % at 11.5 µM; 370,000 compounds, 0.55% hits; AID 651958, 2012; in the data active = inhibition above about 30%; note: 0% = vehicle wells with enzyme and 100% = no enzyme wells
Y pestis TopoI = Yersinia pestis topoisomerase I inhibitors, primary screen, biochemical, cleavage product accumulation, plate reader, single point | Y. pestis Topo-I cleavage product accumulation | activity, % at 10 µM | 360,000 compounds, 0.064% hits; in the data active = activity above about 50%, passing the limit was not always enough; inconclusive = no clear call, values can overlap the other calls; note: inactives centre near 2
FadD28 FP inh = inhibitors of FadD28 bisubstrate probe binding, primary screen, biochemical, fluorescence polarization, single point; Mycobacterium tuberculosis FadD28 fatty-acid-AMP ligase; inhibition, % at 12.5 µM; 360,000 compounds, 0.22% hits; AID 588549, 2011; in the data active = inhibition above about 8.5%, passing the limit was not always enough; inconclusive = no clear call, values can overlap the other calls
TcdB inh = TcdB glycohydrolase inhibitors, primary screen, biochemical, single point, plate reader. TcdB glycohydrolase enzymatic assay. inhibition, % at 9.99 µM. 350,000 compounds, 0.24% hits. AID 652162, 2013; in the data active = inhibition above about 10%
PfHsp40 rescue = rescue of yeast from PfHsp40 toxicity, primary screen, S. cerevisiae, ATP luminescence | S. cerevisiae expressing PfHsp40, growth rescue | 340,000 compounds, 0.68% hits | growth rescue, % at 12.5 µM | AID 504582, 2011; in the data active = growth rescue above about 28%, passing the limit was not always enough; inconclusive = no clear call, values can overlap the other calls;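 note: yeast W303a lacking pdr1 and pdr3 grown in galactose medium; growth measured after three days at 30 °C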
Anthrax LF inh2 = Bacillus anthracis LF protease inhibitors, primary screen, biochemical, multiplex microsphere, MLPCN library; Lethal factor (Bacillus anthracis), P15917; multiplex microsphere protease cleavage assay; inhibition, % at 10 µM; 360,000 compounds, 0.12% hits; AID 588501, 2011; note: plate controls were buffer without enzyme for full effect and enzyme alone for no effect
Target sequence (P15917 whole entry, looked up): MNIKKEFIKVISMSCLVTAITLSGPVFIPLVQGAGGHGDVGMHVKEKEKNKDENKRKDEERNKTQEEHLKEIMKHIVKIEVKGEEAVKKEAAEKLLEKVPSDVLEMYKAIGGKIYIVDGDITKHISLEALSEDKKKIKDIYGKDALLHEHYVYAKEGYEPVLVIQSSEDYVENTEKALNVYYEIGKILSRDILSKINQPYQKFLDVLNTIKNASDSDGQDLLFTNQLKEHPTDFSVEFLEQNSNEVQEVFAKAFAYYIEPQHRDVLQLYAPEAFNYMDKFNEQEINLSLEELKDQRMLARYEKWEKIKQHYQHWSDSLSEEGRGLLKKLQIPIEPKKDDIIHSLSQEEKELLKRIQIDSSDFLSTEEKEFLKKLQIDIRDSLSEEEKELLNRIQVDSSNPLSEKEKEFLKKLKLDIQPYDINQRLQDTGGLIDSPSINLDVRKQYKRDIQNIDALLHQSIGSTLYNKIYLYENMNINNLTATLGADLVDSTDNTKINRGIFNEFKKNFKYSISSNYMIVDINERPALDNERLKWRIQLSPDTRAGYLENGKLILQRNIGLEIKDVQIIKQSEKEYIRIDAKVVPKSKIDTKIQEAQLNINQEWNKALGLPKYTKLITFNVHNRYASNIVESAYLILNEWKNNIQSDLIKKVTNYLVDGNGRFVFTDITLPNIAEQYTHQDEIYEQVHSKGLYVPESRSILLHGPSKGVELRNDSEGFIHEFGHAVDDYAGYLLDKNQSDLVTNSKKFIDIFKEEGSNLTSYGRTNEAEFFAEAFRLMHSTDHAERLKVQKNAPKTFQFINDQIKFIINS
BoNT A protease = BoNT/A light chain protease inhibitors, primary screen, biochemical, flow cytometry, MLPCN library | multiplex microsphere protease substrate cleavage | AID 588499, 2011 | 360,000 compounds, 0.17% hits | inhibition, % at 10 µM; note: plate controls were buffer without enzyme for full effect and enzyme alone for no effect
PrPC surface inh = inhibitors of human cell surface prion protein PrPC, primary screen, cell-based, TR-FRET. 370,000 compounds, 0.43% hits. AID 720596, 2013. inhibition, % at 13.8 µM. TR-FRET read-out; in the data active = inhibition above about 24%; note: 0% = median of the test wells and 100% = reference compound wells
BoNT-F LC inh = BoNT/F light chain protease inhibitors, primary screen, biochemical, flow cytometry, MLPCN library. Multiplex microsphere protease cleavage assay. inhibition, % at 10 µM. AID 588497, 2011. Botulinum neurotoxin type F light chain protease (Clostridium botulinum). 360,000 compounds, 0.22% hits; in the data active = inhibition above about 35%, passing the limit was not always enough; inconclusive = no clear call, values can overlap the other calls; note: plate controls were buffer without enzyme for full effect and enzyme alone for no effect
* marks the source's active call; other numbers are inactive results; ? = inconclusive; nt = no result given. Cut-off read from the data, not from the text of the source, unless noted: active = inhibition above about 30%; inconclusive = no clear call, values can overlap the other calls; inactive = below that. Rows are unselected; overall some 2.3% were active at least once.

SMILES	CCHF vOTU inh	Y pestis TopoI	FadD28 FP inh	TcdB inh	PfHsp40 rescue	Anthrax LF inh2	BoNT A protease	PrPC surface inh	BoNT-F LC inh
O=C(CCCOc1ccc(Cl)cc1Cl)Nc1ccncc1	-10	6	-4.6	nt	0.5	-3	-1.4	4	-19
C/C(=N\O)c1ccc2c3c([nH]c2c1)CCCC3	-8	-3	-4.2	nt	2.1	-4	-0.1	0	3
CC1(C)C(C=C(Cl)Cl)C1C(=O)N(Cc1ccc(Cl)cc1)C1CCS(=O)(=O)C1 (stereo not given)	5	22	-4.6	-1.3	5.6	4	-0.3	-4	-14
COc1cc(C#Cc2c(-c3cncn3C)n(C)c3ccc(-c4ccc(OC)nc4)cc23)cc(OC)c1	7	1	-0.7	-0.3	-1.5	-7	0.1	-6	0
Cc1cc(NC(=O)C2CCCCC2C(=O)O)ccc1NC(=O)c1ccccc1 (stereo not given)	-9	-6	0.7	3.6	-1.1	0	1.4	-1	4
Cc1cc(Nc2ccc(C)c(C)c2)n2nc(C)nc2n1	0	9	-5.2	2.2	0.8	-1	-1.0	10	-4
CCN(CC(=O)Nc1ccc(NC(C)=O)cc1)C(=O)/C=C/c1c(C)nn(-c2ccc(F)cc2)c1Cl	2	24	-4.1	1.3	0.0	nt	nt	-2	nt
NC(=Nc1ccc(Br)cc1)c1ccccc1	3	-1	0.1	1.2	-0.2	3	-2.9	0	?
CC(=O)N1CCN(CC(=O)Nc2c(Cl)cccc2Cl)CC1	2	4	-1.5	nt	-0.6	6	0.9	4	10
CC1CCCCC1NC(=O)CCn1c(=S)[nH]c2ccccc2c1=O (stereo not given)	4	6	-2.8	0.4	nt	-8	0.2	-4	0
CN(C)C(CNC(=O)c1cccc(S(=O)(=O)Nc2ccc(Br)cc2)c1)c1ccco1 (stereo not given)	0	-5	-3.4	0.1	-0.5	-4	-1.3	-2	-21
Cc1ccccc1NC(=S)NCC1CCN(C(C)c2ccccc2)C1 (stereo not given)	-4	5	-0.6	1.6	-1.8	-7	-0.5	-2	-3
COc1ccc(N(CC(=O)N/N=C(\C)c2ccccc2)S(=O)(=O)c2ccccc2)cc1	11	10	-1.4	1.0	-0.5	13	0.3	-1	-10
Cc1ccc(C(=O)N/N=C\c2ccccn2)cn1	3	2	-2.9	-0.4	0.4	-6	?	6	?
O=C(CCNC(=O)C1CCN(S(=O)(=O)c2ccccc2)CC1)NCc1ccc(Cl)c(Cl)c1	5	35	-4.3	1.6	0.7	9	4.7	1	20
Cc1ccccc1-c1nc(CS(=O)CC(=O)NCc2ccc3c(c2)OCO3)c(C)o1 (stereo not given)	2	17	-2.6	2.2	0.4	-2	1.1	-6	10
O=C(Nc1ccc(F)cc1)c1cc2cc(Cl)ccc2[nH]1	23	6	-0.1	1.7	-0.2	-11	-0.6	11	-15
O=C(CN1C(=O)NC2(CCCCC2)C1=O)N1CCN(S(=O)(=O)/C=C/c2ccccc2)CC1	-5	10	0.8	-1.1	-0.6	-1	7.2	-3	7
CCOc1c(Br)cc(C(N)=O)cc1OC	0	10	-0.3	nt	-0.1	-3	-0.8	0	-13
COc1ccccc1C(CNC(=O)C1CCN(C(=O)Nc2ccccc2)CC1)N1CCCC1 (stereo not given)	2	1	-0.8	2.4	0.8	2	-2.3	-8	-1
NCc1cc2c3c(c1)CCCN3CCC2	1	-22	-2.1	1.0	3.8	-24	-1.0	-15	?
COc1ccc(CNC(=O)CCc2cc(OC)c(OC)c(OC)c2)cc1	3	1	-2.1	1.4	0.3	-4	-4.2	-2	0
CC(C)CCn1c(O)c(N=Nc2ccccn2)c2ccccc21	6	18	-4.4	nt	1.8	-2	-1.6	3	-10
O=C(O)c1cnn(-c2nc(-c3ccc(Cl)c(Cl)c3)cs2)c1C(F)(F)F	20	11	-23	-0.6	15	-1	1.9	-1	-8
COc1ccccc1N1C(=O)c2cccc3c(Cl)ccc(c23)C1=O	1	-6	-3.5	-1.4	-0.3	-4	-2.0	-11	15
(cont.)
SMILES	CCHF vOTU inh	Y pestis TopoI	FadD28 FP inh	TcdB inh	PfHsp40 rescue	Anthrax LF inh2	BoNT A protease	PrPC surface inh	BoNT-F LC inh
Cc1c(-n2c(SCC(=O)O)nnc2-c2ccccc2Cl)c(=O)n(-c2ccccc2)n1C	-10	-9	-0.1	nt	0.8	6	1.3	-3	29
Cc1ccc(C(=O)N2CCN(c3cccc(C)c3C)CC2)o1	-8	14	-0.9	1.7	0.3	0	-0.3	9	-5
CCc1ccc(C(=O)NNC(=O)[C@H](C)NC(=O)c2ccco2)cc1	0	-2	0.6	-3.6	-0.9	4	2.4	2	5
O=C(c1cccs1)N1CCN=C1SCc1ccccc1F	7	14	-2.5	1.0	0.3	4	-0.5	-3	-3
CCOc1ccc(C2CC(c3cccc(C)c3)n3ncnc3N2)cc1 (stereo not given)	12	24	-0.8	0.3	-0.6	4	-0.9	9	-4
COc1cc(OC)c(NC(C)C(=O)N2CCCC2)cc1Cl (stereo not given)	1	4	-6.6	-0.1	-1.6	11	0.5	0	-3
C[C@]12CCC(=O)C=C1CCC1C2CC[C@@]2(C)C1CC[C@]2(C)O (stereo not given in full)	-4	3	-2.6	1.0	0.4	0	-0.7	5	-10
CCC1(CC)C(=O)NC(=O)NC1=Nc1cccc(OC)c1	2	0	-2.7	nt	0.1	3	0.4	-3	22
COC(=O)c1ccc(OCC(=O)Nc2ccccc2C(=O)NC2CC2)cc1	7	8	-0.8	1.5	1.6	-6	0.2	-8	0
CCN(CC)C(=S)NC(=O)Cc1ccccc1	5	3	0.1	0.8	2.0	9	0.0	-1	4
COCCNCCCOc1ccc(C(C)(C)c2ccccc2)cc1	-7	-2	-2.0	nt	-0.5	-3	2.0	-2	5
COc1ccc([C@H]2CC(=O)C[C@@H](CCn3cc(CCc4ccccc4)nn3)O2)cc1	-2	nt	nt	1.9	nt	0	-0.3	1	-1
Cc1ccccc1NC(=O)c1ccc(F)c(S(=O)(=O)NCC2CCCO2)c1 (stereo not given)	15	9	0.9	0.9	-0.8	-4	-1.9	-8	-2
Cc1ccc(COC(=O)CN2C(=O)NC3(CCCC3)C2=O)cc1	6	5	-1.7	0.4	0.6	-3	0.6	-6	-1
COC(=O)/C=C\C(=O)Nc1cccc([N+](=O)[O-])c1	-6	3	-0.4	-1.2	233*	-2	0.4	0	0

A different layout for 16 compounds above:
Structure | CCHF vOTU inh | Y pestis TopoI | FadD28 FP inh | TcdB inh | PfHsp40 rescue | Anthrax LF inh2 | BoNT A protease | PrPC surface inh | BoNT-F LC inh
COc1ccccc1N1C(=O)c2cccc3c(Cl)ccc(c23)C1=O | 1 | -6 | -3.5 | -1.4 | -0.3 | -4 | -2.0 | -11 | 15
Cc1c(-n2c(SCC(=O)O)nnc2-c2ccccc2Cl)c(=O)n(-c2ccccc2)n1C | -10 | -9 | -0.1 | nt | 0.8 | 6 | 1.3 | -3 | 29
Cc1ccc(C(=O)N2CCN(c3cccc(C)c3C)CC2)o1 | -8 | 14 | -0.9 | 1.7 | 0.3 | 0 | -0.3 | 9 | -5
CCc1ccc(C(=O)NNC(=O)[C@H](C)NC(=O)c2ccco2)cc1 | 0 | -2 | 0.6 | -3.6 | -0.9 | 4 | 2.4 | 2 | 5
O=C(c1cccs1)N1CCN=C1SCc1ccccc1F | 7 | 14 | -2.5 | 1.0 | 0.3 | 4 | -0.5 | -3 | -3
CCOc1ccc(C2CC(c3cccc(C)c3)n3ncnc3N2)cc1 (stereo not given) | 12 | 24 | -0.8 | 0.3 | -0.6 | 4 | -0.9 | 9 | -4
COc1cc(OC)c(NC(C)C(=O)N2CCCC2)cc1Cl (stereo not given) | 1 | 4 | -6.6 | -0.1 | -1.6 | 11 | 0.5 | 0 | -3
C[C@]12CCC(=O)C=C1CCC1C2CC[C@@]2(C)C1CC[C@]2(C)O (stereo not given in full) | -4 | 3 | -2.6 | 1.0 | 0.4 | 0 | -0.7 | 5 | -10
CCC1(CC)C(=O)NC(=O)NC1=Nc1cccc(OC)c1 | 2 | 0 | -2.7 | nt | 0.1 | 3 | 0.4 | -3 | 22
COC(=O)c1ccc(OCC(=O)Nc2ccccc2C(=O)NC2CC2)cc1 | 7 | 8 | -0.8 | 1.5 | 1.6 | -6 | 0.2 | -8 | 0
CCN(CC)C(=S)NC(=O)Cc1ccccc1 | 5 | 3 | 0.1 | 0.8 | 2.0 | 9 | 0.0 | -1 | 4
COCCNCCCOc1ccc(C(C)(C)c2ccccc2)cc1 | -7 | -2 | -2.0 | nt | -0.5 | -3 | 2.0 | -2 | 5
COc1ccc([C@H]2CC(=O)C[C@@H](CCn3cc(CCc4ccccc4)nn3)O2)cc1 | -2 | nt | nt | 1.9 | nt | 0 | -0.3 | 1 | -1
Cc1ccccc1NC(=O)c1ccc(F)c(S(=O)(=O)NCC2CCCO2)c1 (stereo not given) | 15 | 9 | 0.9 | 0.9 | -0.8 | -4 | -1.9 | -8 | -2
Cc1ccc(COC(=O)CN2C(=O)NC3(CCCC3)C2=O)cc1 | 6 | 5 | -1.7 | 0.4 | 0.6 | -3 | 0.6 | -6 | -1
COC(=O)/C=C\C(=O)Nc1cccc([N+](=O)[O-])c1 | -6 | 3 | -0.4 | -1.2 | 233* | -2 | 0.4 | 0 | 0

Source: PubChem
